# Bioassay records: PubChem, several laboratories
# CR mimetic SO – reduction of superoxide in aged yeast, primary screen, HTS. superoxide response (% of plate mean), % at 10 µM. AID 2690, 2010. 330,000 tested, 0.18% active. S. cerevisiae aged cells, superoxide DHE fluorescence; hits give low values;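 active = superoxide response under a set limit, about three screen SD below normal, cut at about 65% in these data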;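 note: yeast aged for seven days with compound at 30 °C before DHE staining; 100% = average MFI of all compound-treated wells on the plate with controls excluded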
# JMJD2C inh – inhibitors of GASC-1 histone demethylase, primary screen, biochemical, fluorescence, DELFIA europium; Lysine-specific demethylase 4C (Homo sapiens), Q9H3R0; GST-JMJD2C(1-420) H3K9me3 demethylation; inhibition, % at 2.35 µM; 330,000 tested, 0.069% active;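 active = more than half of a compound's replicate wells show inhibition beyond 50%, single wells judged on their own value; inconclusive = some, but no more than half, of replicates pass 50% inhibition; inactive = no replicate passes 50% inhibition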;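 note: signal counts dimethyl H3K9 product captured on neutravidin plate; 0% = median of DMSO wells and 100% = 0.3 times that DMSO median; strong numbers were not always called active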
# MEP2-GFP yeast – modulators of MEP2-GFP levels in yeast, primary screen, S. cerevisiae, multiplex flow cytometry, MLPCN library. S. cerevisiae MEP2-GFP strain, 3 h; 100% = DMSO control level. GFP response vs DMSO, % at 10 µM. 330,000 tested, 0.51% active. AID 2016, 2009;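 active = GFP response versus DMSO above a set limit, roughly screen mean plus 3 SD, cut at about 180% in these data; inconclusive = fewer than 70 cells counted for a yeast strain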;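 note: median GFP fluorescence of the barcode-gated MEP2-GFP cells per well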
# procasp3 activ – activators of human procaspase-3 D3A mutant, primary screen, biochemical, absorbance, PC-3 D3A mutant, single concentration; Caspase-3 (Homo sapiens), P42574; recombinant procaspase-3 D3A, Ac-DEVD-pNA absorbance 405 nm; activation, % at 8.5 µM; 330,000 tested, 0.11% active;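 active = activation above the mean of all tested compounds plus 3 SD, cut at about 21% in these data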;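 note: 0% = DMSO alone and 100% = DMSO wells spiked with extra 5 µM PC-3 D3A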
#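 Evaluation: percent activation relative to control range; Material: Procaspase-3 D3A mutant, all three cleavage aspartates alanine; Compound: single dose, 8.5 µM nominal compound, 0.8% DMSO; Replication: one well per compound; Signal: absorbance at 405 nm, 0 and 120 min; Schedule: 1 h preincubation plus 2 h reaction at 25 °C.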
# LAP4-GFP MLPCN – modulators of LAP4-GFP expression in yeast, primary screen, S. cerevisiae, multiplex flow cytometry, MLPCN library; 3 h; median GFP as percent of DMSO wells; GFP response vs DMSO, % at 10 µM; 320,000 tested, 0.34% active; AID 2023, 2009;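 active = GFP response vs DMSO above a set limit, about the screen mean plus 3 SD, cut at about 150% in these data; inconclusive = under 70 cell events counted for the yeast strain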
# proCasp7 act – procaspase-7 activators, primary screen, counter-screen for procaspase-3 activator project, biochemical, absorbance, HTS, human. AID 463210, 2010. activation, % at 8.5 µM. recombinant procaspase-7, Ac-DEVD-pNA absorbance 405 nm; D23A/D198A/D206A triple mutant, cannot self-cleave; scale: DMSO 0, 5 µM enzyme 100. 330,000 tested, 0.093% active. Caspase-7 (Homo sapiens), P55210;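 active = percent activation above the screen-wide mean plus 3 SD, cut at about 25% in these data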
#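 Replicates: singlicate. Assay system: Procaspase-7 triple mutant (PC-7 D3A). Signal: 405 nm absorbance of p-nitroaniline. Times: 1 h preincubation, 2 h reaction. Buffer or medium: Zinc-free HEPES pH 7.4 with 300 mM NaCl, 0.01% Triton X-100. Also added: DEVD-pNA substrate. Benchmarks: DMSO wells as 0%, DMSO with 5 µM added PC-7 as 100%.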
# AHR act – AHR activators, primary screen, cell-based, luminescence, luciferase reporter, human; 320,000 tested, 2.5% active; activation, % at 5 µM; Aryl hydrocarbon receptor (Homo sapiens), P35869; AHR-responsive luciferase reporter cells; AID 2796, 2010; in the data active = activation above about 47%;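 note: 0% = vehicle wells and 100% = reference agonist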
# Target sequence (P35869 whole entry, looked up): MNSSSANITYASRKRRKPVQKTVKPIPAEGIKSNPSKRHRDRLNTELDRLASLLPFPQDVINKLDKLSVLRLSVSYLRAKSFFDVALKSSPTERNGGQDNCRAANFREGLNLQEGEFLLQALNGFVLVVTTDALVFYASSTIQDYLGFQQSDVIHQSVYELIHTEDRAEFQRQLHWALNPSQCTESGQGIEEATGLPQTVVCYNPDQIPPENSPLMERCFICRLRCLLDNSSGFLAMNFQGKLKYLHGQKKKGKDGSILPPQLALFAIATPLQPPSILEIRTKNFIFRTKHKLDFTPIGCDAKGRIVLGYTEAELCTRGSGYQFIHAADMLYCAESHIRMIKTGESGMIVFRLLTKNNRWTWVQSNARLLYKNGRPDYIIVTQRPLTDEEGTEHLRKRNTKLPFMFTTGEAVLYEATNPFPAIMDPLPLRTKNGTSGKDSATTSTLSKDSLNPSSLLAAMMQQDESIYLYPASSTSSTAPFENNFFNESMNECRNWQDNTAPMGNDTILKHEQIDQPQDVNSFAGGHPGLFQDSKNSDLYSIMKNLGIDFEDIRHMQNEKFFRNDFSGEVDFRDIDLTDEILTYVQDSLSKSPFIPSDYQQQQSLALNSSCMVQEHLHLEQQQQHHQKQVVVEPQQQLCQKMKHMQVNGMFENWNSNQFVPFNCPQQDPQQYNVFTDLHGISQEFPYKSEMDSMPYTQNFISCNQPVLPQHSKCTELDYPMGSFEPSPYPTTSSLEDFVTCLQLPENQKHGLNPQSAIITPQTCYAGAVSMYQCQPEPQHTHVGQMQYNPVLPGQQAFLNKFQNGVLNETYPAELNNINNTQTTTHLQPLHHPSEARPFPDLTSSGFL
# RPL19A TOR yeast – RPL19A-GFP expression modulators in yeast, primary screen, cell-based, S. cerevisiae, multiplex flow cytometry, MLPCN. S. cerevisiae RPL19A-GFP strain, 3 h; hits give low values. percent response vs DMSO, % at 10 µM. 330,000 tested, 0.3% active;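 active = percent response vs DMSO below 50%; inconclusive = fewer than 70 events counted for the yeast strain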;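 note: median channel GFP fluorescence of the barcoded RPL19A-GFP strain; ratio of sample median GFP to plate DMSO average so 100% = DMSO; lower means less RPL19A-GFP as with rapamycin TOR inhibition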
# * = called active by the depositor; ? = inconclusive; / = no result given.
SMILES,CR mimetic SO,JMJD2C inh,MEP2-GFP yeast,procasp3 activ,LAP4-GFP MLPCN,proCasp7 act,AHR act,RPL19A TOR yeast
Cn1c(=O)c2c(O)c(Cc3ccccc3)c(=O)n(C)c2n(C)c1=O,94,-16,100,13,102,3,3,102
COc1ccc(CC(=O)NNC(=O)COc2ccc3ccccc3c2)cc1,96,-4,89,-9,96,3,-1,96
O=C(O)CCCC(=O)Nc1ccccc1C(=O)N1CCOCC1,94,-3,96,8,100,13,0,96
CCCCC(=O)Nc1nnc(S(=O)(=O)N2CCCc3ccccc32)s1,105,-3,99,11,104,4,-1,103
CC(NCc1cccc(OCc2ccccc2)c1)C(O)c1ccccc1 (stereo not drawn),100,-4,149,-2,107,4,4,66
Cc1cccc(NC(=O)c2ccc3c(c2)OCCO3)n1,88,31,103,2,84,-4,10,102
CCNC(=S)N1CCN(c2nc(CC)nc3sc4c(c23)CCCC4)CC1,106,-8,93,-1,91,-5,-4,96
O=C(/C=C/c1cccc([N+](=O)[O-])c1)OCC(=O)N1CCN(C(=O)c2ccco2)CC1,96,-5,106,14,96,1,3,101
CC1(c2ccccc2)NC(=O)N(CC(=O)N2CCN(S(=O)(=O)c3cccc([N+](=O)[O-])c3)CC2)C1=O (stereo not drawn),111,6,101,0,108,3,-3,99
N/C(=N\OC(=O)c1ccc(Cl)c(Cl)c1)c1cccnc1,106,1,102,-8,107,12,80*,100
Cc1noc(C)c1COC(=O)c1cccnc1SCC(=O)Nc1ccc2c(c1)OCO2,103,-9,96,1,92,-10,8,92
COc1ccc(CCNC(=O)COc2cc(C)cc3oc(=O)cc(C)c23)cc1,91,-7,103,3,98,7,7,97
CC(C)c1ccc(/C=C(\NC(=O)c2ccccc2)C(=O)NCCCn2ccnc2)cc1,112,-2,102,-15,106,-13,6,102
CCC(=O)N=c1sc2c(C)cc(C)cc2n1CC(=O)OC,87,3,103,8,103,7,0,102
CC(C)c1cc(C(=O)O)c2cnn(C(C)C)c2n1,121,-36,103,-4,106,-2,2,103
CC(C)c1nnc(NC(=O)C2CCCCC2)s1,89,142,99,0,105,9,8,97
CCOC(=O)CC(NC(=O)CCc1c(C)nc2nc(C)nn2c1C)c1ccc(OC(C)C)cc1 (stereo not drawn),97,2,101,8,83,-4,-2,94
CC(C)CC(c1nnnn1C(C)(C)C)N1CCN(Cc2ccccc2)CC1 (stereo not drawn),99,-2,97,-1,96,14,0,93
O=C(NC1(C(F)(F)F)C(=O)Nc2c1c(=O)[nH]c(=O)n2-c1ccccc1)c1cccnc1 (stereo not drawn),97,/,108,-12,100,-6,-4,99
COc1ccc(C(=O)Nc2c(N)nc(SCC(=O)NCC3CCCO3)[nH]c2=O)cc1 (stereo not drawn),86,-1,99,-5,95,3,2,106
CC1Oc2ccccc2N(CC(=O)NCCc2ccccc2)C1=O (stereo not drawn),96,5,104,8,104,-7,0,106
CCOC(=O)C1(Cc2cccc(OC)c2)CCN(Cc2cccc(OCC)c2O)CC1,110,-5,104,5,99,3,4,103
Cc1cnc(CN(C)C(=O)CC2C(=O)NCCN2Cc2cccc(F)c2F)[nH]1 (stereo not drawn),97,6,106,4,109,12,1,110
COc1cc([N+](=O)[O-])cc(/C=N/NC(=O)Cn2cncn2)c1O,118,6,103,-8,101,-2,1,105
OCc1cc(CO)c(O)c(CCc2ccccc2)n1,102,-6,106,8,103,6,5,100
S=C(Nc1ccc2c(c1)OCCO2)Nc1ccc2c(c1)OCO2,98,0,91,-19,113,-34,22,99
CN(C)CCN(C(=O)c1ccc2ccccc2c1)c1nc2c(F)cc(F)cc2s1,86,4,109,6,124,-2,2,102
CC(C)Cn1c(=O)[nH]c2ccccc21,125,11,89,0,85,13,-1,88
Cn1c(=O)c2c(nc(NCC3CCCO3)n2C)n(C)c1=O (stereo not drawn),88,-2,91,0,95,5,2,94
COc1ccc(OC)c(-n2c(SCC(N)=O)nnc2-c2c[nH]c3ccccc23)c1,86,/,102,9,104,0,10,101
COCCCn1c(Cc2csc(Nc3cccc(Cl)c3)n2)nnc1SCC(=O)OC1CCCCC1,104,-1,89,2,92,4,0,87
C#CCN(C)CCCOc1ccc(Cl)cc1Cl,98,-4,97,4,103,4,-1,97
COc1ccccc1OCCC(=O)OCC(=O)NC(=O)NC(C)(C)C,85,-2,85,-4,82,2,-1,90
Cc1ccc(/C=N/c2sc(Cc3ccccc3)c(C)c2C(N)=O)o1,99,-1,107,-5,101,-17,6,109
OC(CSc1c(Cl)cccc1Cl)CN1CCN(c2ccc(F)cc2)CC1 (stereo not drawn),81,15,95,-4,98,4,2,99
Cn1cccc1CC(=O)NNC(=S)Nc1ccc(Cl)cc1,118,-4,101,-12,97,-14,5,108
O=C(CSC1=NNC(c2ccccn2)S1)Nc1ccc(C(F)(F)F)cc1 (stereo not drawn),84,-8,100,-18,120,-33,53*,99
O=C(N[C@@H]1CCC(=O)N(CC[C@H](Oc2ccccc2)c2ccccc2)CC1)OCc1ccccc1,109,2,102,-3,98,1,0,95
O=C(Oc1ccc2ccc(OC(=O)N3CCCCCC3)cc2c1)N1CCCCCC1,88,-29,87,-7,86,-2,0,94
Oc1cc2ccccc2nc1-c1ccccc1Cl,94,2,107,5,/,-2,10,97
O=C(COc1ccccc1Cl)Nc1ccc(C(=O)N2CCCCC2)cc1,101,-3,103,7,106,-4,0,98
Cc1ccc(C)c(NS(=O)(=O)c2ccc3[nH]c(=O)[nH]c3c2)c1,84,-1,98,-2,105,3,2,99
COc1ccc(/C=C(/NC(=O)c2ccccc2)C(=O)N/N=C/c2sccc2C)cc1,90,-2,98,0,93,14,11,101
COc1ccc(C(C#N)N2CCOCC2)cc1 (stereo not drawn),99,1,99,0,98,6,1,100
CN1C2CCC1/C(=C\c1ccc(F)cc1)C(=O)/C2=C/c1ccc(F)cc1,90,-13,96,3,98,-4,2,98
CCc1nnc(NS(=O)(=O)c2ccc(NCc3cc(Br)ccc3O)cc2)s1,96,-8,87,-5,87,-8,-1,89
Cc1cccc(NS(=O)(=O)c2cc([N+](=O)[O-])ccc2C)n1,98,6,93,-6,98,10,1,96
Cc1cc(C)n(/N=C/c2ccc(C(C)C)cc2)c(=O)c1C#N,104,-14,87,4,88,-4,-6,109
CCOCCCNC(=O)C(c1ccc(C)cc1)N(Cc1ccc2c(c1)OCO2)C(=O)c1ccccn1 (stereo not drawn),78,/,?,-1,79,2,-3,86
CN(C(=O)c1ccncc1)c1nnc(-c2cnccn2)s1,98,6,88,4,90,-12,1,96
CC(C)(C)OC(=O)NC(CCCCNC=O)C(=O)O (stereo not drawn),95,9,101,-1,104,6,1,105
c1ccc(CSCc2cn3ccccc3n2)cc1,105,3,102,3,101,4,-4,99
COC(=O)Cn1c2ccccc2c2nc(=O)cc(C)n21,113,1,96,4,97,6,1,94
O=C(O)c1ccc(Cn2c(SCc3cc(=O)n4cc(Br)ccc4n3)nc3ccsc3c2=O)cc1,112,-3,?,-11,98,2,4,100
CCCOC(=O)C1=C(C)NC2=C(C(=O)CCC2)C1c1cccc(OC)c1OC (stereo not drawn),115,-8,105,-8,102,-1,0,100
Cn1cccc1/C=N/NC(=O)Cc1cccc2ccccc12,126,-2,95,-3,101,-8,-3,103
CC1CN(Cc2ccccc2)C(C)CC1O (stereo not drawn),95,5,95,12,91,13,-1,100
COc1cc(C)c(S(=O)(=O)NCc2cccnc2)cc1C,107,-1,107,-3,99,-2,4,100
CCOC(=O)c1ccc(NS(=O)(=O)c2cc(C)ccc2OC)cc1,111,24,100,7,102,-6,0,100
CCCn1nnnc1NCc1ccc(N(CC)CC)cc1,93,11,110,-5,96,-1,12,102
CN1CCN(c2ccc(C(=O)c3ccccc3)cc2[N+](=O)[O-])CC1,110,-12,92,-1,92,8,6,102

# Compounds listed so far containing a halogen (14):
SMILES,CR mimetic SO,JMJD2C inh,MEP2-GFP yeast,procasp3 activ,LAP4-GFP MLPCN,proCasp7 act,AHR act,RPL19A TOR yeast
N/C(=N\OC(=O)c1ccc(Cl)c(Cl)c1)c1cccnc1,106,1,102,-8,107,12,80*,100
O=C(NC1(C(F)(F)F)C(=O)Nc2c1c(=O)[nH]c(=O)n2-c1ccccc1)c1cccnc1 (stereo not drawn),97,/,108,-12,100,-6,-4,99
Cc1cnc(CN(C)C(=O)CC2C(=O)NCCN2Cc2cccc(F)c2F)[nH]1 (stereo not drawn),97,6,106,4,109,12,1,110
CN(C)CCN(C(=O)c1ccc2ccccc2c1)c1nc2c(F)cc(F)cc2s1,86,4,109,6,124,-2,2,102
COCCCn1c(Cc2csc(Nc3cccc(Cl)c3)n2)nnc1SCC(=O)OC1CCCCC1,104,-1,89,2,92,4,0,87
C#CCN(C)CCCOc1ccc(Cl)cc1Cl,98,-4,97,4,103,4,-1,97
OC(CSc1c(Cl)cccc1Cl)CN1CCN(c2ccc(F)cc2)CC1 (stereo not drawn),81,15,95,-4,98,4,2,99
Cn1cccc1CC(=O)NNC(=S)Nc1ccc(Cl)cc1,118,-4,101,-12,97,-14,5,108
O=C(CSC1=NNC(c2ccccn2)S1)Nc1ccc(C(F)(F)F)cc1 (stereo not drawn),84,-8,100,-18,120,-33,53*,99
Oc1cc2ccccc2nc1-c1ccccc1Cl,94,2,107,5,/,-2,10,97
O=C(COc1ccccc1Cl)Nc1ccc(C(=O)N2CCCCC2)cc1,101,-3,103,7,106,-4,0,98
CN1C2CCC1/C(=C\c1ccc(F)cc1)C(=O)/C2=C/c1ccc(F)cc1,90,-13,96,3,98,-4,2,98
CCc1nnc(NS(=O)(=O)c2ccc(NCc3cc(Br)ccc3O)cc2)s1,96,-8,87,-5,87,-8,-1,89
O=C(O)c1ccc(Cn2c(SCc3cc(=O)n4cc(Br)ccc4n3)nc3ccsc3c2=O)cc1,112,-3,?,-11,98,2,4,100
